Source: PubChem
KCNQ1 pot = potentiates or activates the human KCNQ1 potassium channel | P51787 | CHO-K1 KCNQ1, thallium flux FluxOR fluorescence; active compounds read high | B-score at 10 µM | 0.35% of 310,000 active | AID 2648;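 active = fluorescence ratio B-score, a plate-corrected score, at least three library SD, with initial intensity B-score within 5 SD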
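Assay system: stable KCNQ1 CHO-K1 line; medium: assay buffer, equal DMSO in all wells; timing: 90 min dye loading and 20 min compound exposure, both at room temperature; technique: kinetic FluxOR thallium fluorescence, 10-s 1-Hz baseline, 110-s post-stimulus read; read-out basis: B score of baseline-normalized fluorescence ratio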
GSK3beta inhib = inhibitors of human GSK3beta kinase; P49841; GST-GSK3beta kinase, ADP-Glo luminescence, 60 min; active compounds read low; activity score (negative = inhibition), % at 10 µM; 0.038% of 300,000 active; AID 2097;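 active = more than half of replicate wells score below -50%, meaning over 50% inhibition versus plate controls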;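 also: 0% = median DMSO wells and -100% = median GW8510 positive control wells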
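Test system: GST-tagged human GSK3beta kinase, cell-free; evaluation: activity score scaled between in-plate DMSO and GW8510 controls; measured by: ADP-Glo luminescence; incubation: 60 min reaction, RT; benchmarks: DMSO and 20 µM GW8510; reagent: peptide substrate plus 25 µM ATP (final); medium: Tris/MgCl2 kinase buffer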
RGS4 inh = human RGS4 inhibition | P49798 | HEK293 M3R/RGS4 inducible, Fluo-4 calcium flux; active compounds read high; triggered by carbachol at its EC20 | B-score at 10 µM | 0.45% of 310,000 active | AID 463165;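 active = B-score, a plate-corrected calcium signal, over three deviations above library mean, with baseline fluorescence within five deviations of library mean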;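 also: RGS4 expression induced by doxycycline in cells with stable M3 receptor; B-score is computed from the integrated fluorescence ratio over baseline after carbachol; higher B-score means a larger calcium signal and so more RGS4 inhibition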
Target sequence (P49798 whole entry, looked up): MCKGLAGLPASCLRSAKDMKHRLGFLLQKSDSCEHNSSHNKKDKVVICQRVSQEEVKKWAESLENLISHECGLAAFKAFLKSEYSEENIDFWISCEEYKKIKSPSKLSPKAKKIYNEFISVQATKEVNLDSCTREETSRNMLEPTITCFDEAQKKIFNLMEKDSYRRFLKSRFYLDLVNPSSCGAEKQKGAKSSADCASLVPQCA
DYRK1A inh = blocks rat Dyrk1A kinase activity. Q63470. AID 504441. ADP-Glo luminescence, NFATc1 peptide. 0.43% of 310,000 active. inhibition, % at 12.5 µM; in the data active = inhibition above about 50%;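 also: plate controls were vehicle with enzyme for no effect and no enzyme for full effect; many of its hits are not listed in these tables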
hERG rescue = hERG (human) protection from proarrhythmic block; Q12809; CHO-hERG, FluxOR thallium flux, dofetilide IC70 present; activation (rescue from dofetilide block), less the hit threshold, % at 10 µM; 0.51% of 310,000 active; AID 1511;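 active = activation above the mean of controls blocked by dofetilide plus 5 SD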;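 also: thallium influx through hERG after potassium depolarization seen as dye fluorescence rise; in these data hits start at about 4.7%; inactives centre near -7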
PolyA inhibitor = inhibitors of polyadenylation in S. cerevisiae. S. cerevisiae SKY197-pL101 polyadenylation reporter, beta-gal luminescence; efflux-impaired pdr1/pdr3 knockout yeast; score 100 = 6 SD above DMSO. calls only at 12 µM. 0.02% of 300,000 active. AID 1875;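 active = lowest replicate activity score at least 50, where 100 means six control SD above control mean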;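 also: yeast exposed to compound for 9 h at 30 °C; higher score means more reporter readthrough which indicates perturbed polyadenylation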
KCNK3 inh = human KCNK3 channel inhibition, primary screen; CHO-KCNK3 thallium flux, FluxOR fluorescence; active compounds read low; B-score at 10 µM; 0.84% of 340,000 active; AID 602410;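 active = B-score under library mean minus 4 SD, starting fluorescence ratio at most library mean plus 5 SD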;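 also: more negative B-score means stronger inhibition of thallium flux through KCNK3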
Target sequence (O14649 whole entry, looked up): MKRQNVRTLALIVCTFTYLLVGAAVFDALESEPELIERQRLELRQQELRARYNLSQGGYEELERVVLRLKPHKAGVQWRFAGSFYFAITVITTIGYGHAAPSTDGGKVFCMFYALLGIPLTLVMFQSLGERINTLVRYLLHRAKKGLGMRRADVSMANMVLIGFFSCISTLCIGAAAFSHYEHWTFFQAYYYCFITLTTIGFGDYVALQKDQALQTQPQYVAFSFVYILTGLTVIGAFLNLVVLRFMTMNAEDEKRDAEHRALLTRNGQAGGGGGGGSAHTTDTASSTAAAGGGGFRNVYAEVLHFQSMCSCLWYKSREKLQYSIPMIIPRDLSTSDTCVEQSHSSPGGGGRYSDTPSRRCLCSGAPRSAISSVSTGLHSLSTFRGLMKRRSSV
GSK3A inh = blocks human GSK-3 alpha kinase | P49840 | ADP-Glo luminescence, 60 min | inhibition, % at 10 µM | 0.1% of 320,000 active;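 in the data active = inhibition above about 50%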;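 also: GST-tagged GSK-3 alpha with peptide substrate and 25 µM ATP; 0% = DMSO neutral wells and 100% = GW8510 positive control wells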
Target sequence (P49840 whole entry, looked up): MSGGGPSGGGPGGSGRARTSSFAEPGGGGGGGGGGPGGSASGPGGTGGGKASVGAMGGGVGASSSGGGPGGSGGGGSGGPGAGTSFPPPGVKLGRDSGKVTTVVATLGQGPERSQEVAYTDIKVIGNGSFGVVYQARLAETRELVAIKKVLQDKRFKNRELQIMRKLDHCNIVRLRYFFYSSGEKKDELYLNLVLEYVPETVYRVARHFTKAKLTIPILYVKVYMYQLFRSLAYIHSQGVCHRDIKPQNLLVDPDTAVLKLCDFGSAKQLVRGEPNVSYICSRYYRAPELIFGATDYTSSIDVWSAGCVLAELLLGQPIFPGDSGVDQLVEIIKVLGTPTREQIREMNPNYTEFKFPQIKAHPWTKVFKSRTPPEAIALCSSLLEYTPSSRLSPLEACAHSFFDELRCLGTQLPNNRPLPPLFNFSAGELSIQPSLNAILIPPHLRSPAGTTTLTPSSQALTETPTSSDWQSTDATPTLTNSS
RGS4 act = RGS4 potentiation or activation; HEK293 M3R/inducible RGS4, carbachol calcium flux Fluo4; active compounds read low; B-score at 10 µM; 0.92% of 310,000 active; AID 463111;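 active = B-score of the integrated calcium signal more than 4 SD below the library mean, with starting fluorescence not abnormally high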;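 also: negative B-score means reduced calcium response which marks RGS4 activation or potentiation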
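System: HEK293 FlpIn-TREx cells, stable M3R, doxycycline-inducible RGS4. Timing: overnight RGS4 induction, 30 min dye load 37 °C, 20 min compound RT. Also added: carbachol, ECmax concentration. Measured by: Fluo4 fluorescence kinetic imaging of calcium. Evaluation: integrated calcium ratio converted to B score.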
KCNK9 inh = human KCNK9 channel inhibition. HEK293 KCNK9, FluxOR thallium flux fluorescence; active compounds read low. B-score at 10 µM. 1.2% of 310,000 active;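 active = ratio B-score over 3 SD below the library mean, with starting fluorescence within 5 SD of its mean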;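 also: negative B-score means less thallium flux so channel inhibition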
KCNQ1 block = blocks the human KCNQ1 potassium channel; 1.3% of 310,000 active; P51787; AID 2642; B-score at 10 µM; CHO-K1 KCNQ1, FluxOR thallium flux fluorescence; active compounds read high;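 active = compounds whose thallium flux B-score, printed positive for inhibition, exceeds three library SD while starting fluorescence stays within three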;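 also: channel opened by potassium depolarization with thallium stimulus after 20 min compound exposure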
* marks the source's active call; other numbers are inactive results; i = inactive; nt = not tested or not shown.

Molecule,KCNQ1 pot,GSK3beta inhib,RGS4 inh,DYRK1A inh,hERG rescue,PolyA inhibitor,KCNK3 inh,GSK3A inh,RGS4 act,KCNK9 inh,KCNQ1 block
CCOc1cc(/C=N/NC(=O)CSc2cccc3cccnc23)ccc1O,i,2,i,10,-7,i,i,5,i,i,i
Cc1ccc(-c2nc3ccc(NS(=O)(=O)c4ccccc4)cc3[nH]2)o1,i,5,i,-8,0,i,i,-1,i,i,i
COc1ccc(-c2cn(CC3CCCCC3)nn2)cc1,i,-1,i,-2,-2,i,i,7,i,i,i
Clc1cccc(CNCCCSc2ncccn2)c1,i,-1,i,4,-9,i,i,2,i,i,i
COc1ccccc1/C=C/C=N/NC(=O)CN1CCN(Cc2ccccc2)CC1,i,4,i,9,-11,i,i,0,i,i,i
Cc1ccnc(NC(=O)CCC(=O)N(CC(=O)NC2CCCCC2)Cc2ccccc2)c1,i,1,i,-1,-8,i,i,-1,i,i,i
CCOC(=O)c1cccc(NC(=O)Cn2cc3c(n2)CCC(C)C3)c1 (stereo not given),i,-1,i,12,-3,i,i,nt,i,i,i
CCO[C@H]1OC(C(N)=O)=C[C@@H](C2CC2)[C@@H]1CCCO,i,2,i,nt,-2,i,nt,-3,i,i,i
CSCCC(NC(=O)c1ccc([N+](=O)[O-])cc1Cl)C(=O)OC(C)C(=O)NCc1ccco1 (stereo not given),i,1,i,-6,-15,i,i,-3,i,i,i
CN(C)S(=O)(=O)NCC1CCCN(Cc2ccc(-c3ccccc3)cc2)C1 (stereo not given),i,-3,i,nt,-9,i,i,0,i,i,i
CCC(CO)Nc1nc(CN2CCCCC2)nc2scc(-c3ccccc3)c12 (stereo not given),i,0,i,16,-6,i,i,-1,i,i,i
Cc1c(C(N)=O)sc(N)c1C(=O)OC(C)C,i,-5,i,14,-7,i,i,17,i,i,i
O=C(O)Cc1ccc(C(=O)c2ccccc2)s1,i,5,i,-1,-1,i,i,-4,i,i,i
COCC(C)n1c(SCC(=O)N2CCCCC2)nc2ccccc2c1=O (stereo not given),i,-4,i,-6,-6,i,i,3,i,i,i
C/C(O)=C(\C#N)c1nnc2n1CCCCC2,i,0,i,-2,0,i,i,-2,i,i,i
CCOc1cc(C2NC(=O)NC(C)=C2C(=O)OCC2CCCCC2)ccc1O (stereo not given),i,0,i,15,-6,i,i,1,i,i,i
COCCn1c(=N)c(C(=O)NCc2ccco2)cc2c(=O)n3cc(C)ccc3nc21,i,3,i,1,-23,i,i,-4,i,i,i
CCCn1nnnc1NCc1cccc(OC)c1OC,i,3,i,8,-2,i,i,-1,i,i,i
CCOc1ccc(-c2cc(C(=O)O)c3ccccc3n2)cc1,i,1,i,0,-12,i,i,nt,i,i,i
CN(C)S(=O)(=O)c1ccc(Cl)c(C(=O)NCc2ccco2)c1,i,0,i,-2,-6,i,i,-1,i,i,i
CCCn1c(SCC(=O)c2cc(OC)ccc2OC)nnc1C(C)C,i,1,i,0,-7,i,i,-2,i,i,i
Cc1cccc2c(=O)cc(C)n(CC(=O)N3CCOCC3)c12,i,2,i,-2,-7,i,i,-2,i,i,i
Cc1ccc(C2=C(CC(=O)O)C(=O)CC2)cc1,i,2,i,0,-8,i,i,-5,i,i,i
CNC(=S)N/N=C/c1cccc(OCc2ccccc2F)c1,i,0,i,-4,-8,i,i,-1,i,i,i
CCn1c(=O)n(CC)c2cc(S(=O)(=O)Nc3c(C)cccc3C)ccc21,i,3,i,17,-14,i,i,0,i,i,i
COc1ccc(NC(=O)Nc2ccc(C(C)C)cc2)cc1,i,-1,i,-2,1,i,i,1,i,i,i
COCCNC(=O)Cn1c(=O)n(C)c2ccccc21,i,0,i,3,-10,i,i,-1,i,i,i
CC(C)(C)OC(=O)NNC1CC(=O)N(c2ccccc2F)C1=O (stereo not given),i,1,i,-3,-3,i,i,-2,i,i,i
O=C(Cn1c(=O)oc2cc(S(=O)(=O)N3CCCC3)ccc21)N1CCCC1,i,1,i,22,-8,i,i,-1,i,i,i
O=C(NC(Cc1ccccc1)c1ccc2c(c1)OCCCO2)c1ccc(F)cc1 (stereo not given),i,2,i,-9,-8,i,i,nt,i,i,i

Reformatted with each value named: entries from further up
> Cc1ccnc(NC(=O)CCC(=O)N(CC(=O)NC2CCCCC2)Cc2ccccc2)c1
  KCNQ1 pot = i
  GSK3beta inhib = 1
  RGS4 inh = i
  DYRK1A inh = -1
  hERG rescue = -8
  PolyA inhibitor = i
  KCNK3 inh = i
  GSK3A inh = -1
  RGS4 act = i
  KCNK9 inh = i
  KCNQ1 block = i
> CN(C)S(=O)(=O)c1ccc(Cl)c(C(=O)NCc2ccco2)c1
  KCNQ1 pot = i
  GSK3beta inhib = 0
  RGS4 inh = i
  DYRK1A inh = -2
  hERG rescue = -6
  PolyA inhibitor = i
  KCNK3 inh = i
  GSK3A inh = -1
  RGS4 act = i
  KCNK9 inh = i
  KCNQ1 block = i

Next results follow.
Molecule,KCNQ1 pot,GSK3beta inhib,RGS4 inh,DYRK1A inh,hERG rescue,PolyA inhibitor,KCNK3 inh,GSK3A inh,RGS4 act,KCNK9 inh,KCNQ1 block
CCCC1(C(=O)OC)NC(c2ccc(OC)c(OC)c2)C2C(=O)N(c3cccc(C(C)=O)c3)C(=O)C21 (stereo not given),i,nt,i,4,-1,i,i,-4,i,i,i
CCCCCCCCOC(=O)c1nc(Cl)c(Cl)c(N)c1Cl,i,0,i,-9,-9,i,i,-3,i,i,7*
Cc1[nH][nH]c(=O)c1C(c1ccc2c(c1)OCO2)c1c(C)[nH][nH]c1=O,i,0,i,-5,-13,i,i,1,i,i,i
CC(C)N1CCC(=NNc2ccc(S(=O)(=O)N3CCOCC3)cc2[N+](=O)[O-])CC1,i,1,i,-3,-12,i,i,0,i,i,i
CCN(CC)C(=O)CSc1nc2ccsc2c(=O)n1CCCC(=O)NCCc1ccc(S(N)(=O)=O)cc1,i,2,i,-9,-13,i,i,-3,i,i,i
CCN(CC)S(=O)(=O)c1ccc(C(=O)NCCc2ccccn2)cc1,i,1,i,5,-9,i,i,0,i,i,i
CCOC(=O)c1ccc(-c2ccc(/C=N/NC(=O)CN(c3cccc(C)c3)S(C)(=O)=O)o2)cc1,i,0,i,-1,-6,i,i,0,i,i,i
COc1ccc(CN2CCCC(N3CCc4ccccc4C3)C2)c(O)c1 (stereo not given),i,-3,i,13,-10,i,i,-1,i,i,i
Cc1cccc(-c2sc(Nc3ccccc3)n[n+]2-c2ccc(F)cc2)c1,i,1,i,16,-13,i,i,-4,i,i,i
O=C(Cc1n[nH]c(=O)c2ccccc12)Nc1cc(Cl)ccc1-n1cncn1,i,-2,i,0,-10,i,i,-2,i,i,i
Cc1cc(Cl)cc(Cl)c1OCCOCCN(C)C,i,4,i,-1,4,i,i,-3,i,i,i
COc1ccc(NC(=O)NCc2ccncc2)c(OC)c1,i,0,i,-2,-10,i,i,-1,i,i,i
O=C(CN1C(=O)c2ccc([N+](=O)[O-])cc2C1=O)Nc1ccccc1N1CCCC1,i,4,i,6,-16,i,i,1,i,i,i
Nc1cc(N)nc(CS)n1,i,-2,i,2,-6,i,i,0,i,i,i
S=c1nc(NCCc2ccccc2Cl)c2ccccc2[nH]1,i,1,i,8,0,i,i,0,i,i,i
CCC(C)[C@H](NC(=O)OC(C)(C)C)C(=O)N/N=C/C1=Cc2ccccc2OC1 (stereo not given in full),i,-1,i,1,-13,i,i,1,i,i,i
O=[N+]([O-])c1ccc(S(=O)(=O)N2CCN(c3ccnc4cc(Cl)ccc34)CC2)cc1,i,0,i,6,-16,i,i,-1,i,i,i
COc1ccc(C(=O)NCC(=O)N2CCN(C(=O)c3ccco3)CC2)cc1,i,-7,i,-3,-10,i,i,0,i,i,i
CCC(C(=O)OCC(=O)Nc1cc(C)ccc1OC)c1ccccc1 (stereo not given),i,11,i,2,-9,i,i,-1,i,i,i
N/C(=N\OC(=O)Cc1ccccc1)c1ccc([N+](=O)[O-])cc1,i,2,i,5,-3,i,i,-1,i,i,i
COc1ccc(S(=O)(=O)N2CCOC2CNC(=O)C(=O)NCCc2ccccc2OC)cc1 (stereo not given),i,0,i,3,-10,i,i,0,i,i,i
CCO[C@H]1OC(C(=O)N2CCCCCCC2)=C[C@@H](c2coc3ccccc3c2=O)[C@@H]1CCCO,i,3,i,-7,-10,i,i,-2,i,i,i
CCn1c(SCC(=O)NCc2ccco2)nnc1C1CCCC1,i,0,i,nt,-5,i,i,1,i,i,i
CC(C)(C)c1ccc2c(c1)OC(C(=O)N/N=C\c1ccc[nH]1)CO2 (stereo not given),i,2,i,-3,-13,i,i,-3,i,i,i
Cc1ccc(-n2nnnc2SCC(=O)Nc2nc(-c3ccc(F)cc3)cs2)cc1C,i,-3,i,4,-6,i,i,-6,i,i,i
COc1ccc(NC(=O)c2cccc(N3C(=O)NC4CC3(C)Oc3ccccc34)c2)cc1 (stereo not given),i,3,i,-4,-8,i,i,-22,i,i,i
CCC(=O)OC1(C)C(=O)C=C2C=C(c3ccsc3)OC=C2C1=O (stereo not given),i,-3,i,8,-6,i,i,-1,i,i,i
CCOc1cc(/C=C/c2ccc3cccc([N+](=O)[O-])c3n2)ccc1O,i,-2,i,6,-5,i,i,1,i,i,i
N/C(=N\O)c1ccncc1,i,4,i,0,-7,i,i,-1,i,i,i

Fetched by compound from the entries so far:
Molecule,KCNQ1 pot,GSK3beta inhib,RGS4 inh,DYRK1A inh,hERG rescue,PolyA inhibitor,KCNK3 inh,GSK3A inh,RGS4 act,KCNK9 inh,KCNQ1 block
O=C(NC(Cc1ccccc1)c1ccc2c(c1)OCCCO2)c1ccc(F)cc1 (stereo not given),i,2,i,-9,-8,i,i,nt,i,i,i
Cc1ccc(-c2nc3ccc(NS(=O)(=O)c4ccccc4)cc3[nH]2)o1,i,5,i,-8,0,i,i,-1,i,i,i
CC(C)N1CCC(=NNc2ccc(S(=O)(=O)N3CCOCC3)cc2[N+](=O)[O-])CC1,i,1,i,-3,-12,i,i,0,i,i,i

A portion of the library. The share of hits here may be higher or lower than overall.
